UPR XBP1 act = activators of adaptive XBP1 UPR arm, primary screen, cell-based, CHO-XBP1 luciferase reporter, luminescence, uHTS | IRE1-XBP1 UPR activation; percent of tunicamycin response, DMSO as zero | activation, % at 20 µM | actives 0.33% (n = 330,000);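 active = versus positive control, 20 µM dose yields 30% or more activation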;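 note: 100% = tunicamycin at 10 µg/mL and 0% = DMSO only wells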
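Assay system: CHO-XBP1 luciferase reporter cells; Schedule: 6 h treatment, 37 °C; Detection: glow luminescence from Steady-Glo reagent; Benchmarks: high control tunicamycin 10 µg/mL final, low control DMSO vehicle only.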
tim23-1 inh = growth inhibitors of tim23-1 mutant yeast, primary screen, luminescence, uHTS. S. cerevisiae tim23-1 growth, BacTiter-Glo luminescence, 24 h. inhibition, % at 20 µM. actives 1.3% (n = 330,000);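 active = growth inhibition of the mutant yeast at or above 50%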;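 note: temperature-sensitive mutant grown at 25 °C; plate controls were DMSO-treated mutant yeast for no effect and medium wells lacking yeast for full effect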
tim10-1 inh = growth inhibitors of tim10-1 mutant yeast, primary screen, luminescence, uHTS. S. cerevisiae tim10-1 ts strain growth, BacTiter-Glo, 24 h. inhibition, % at 20 µM. actives 2.2% (n = 330,000). AID 463190, 2010;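 active = inhibition of at least 40%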;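 note: mutant grown at 25 °C; 0% = DMSO wells with yeast and 100% = wells holding no yeast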
CHOP UPR activ = activators of apoptotic CHOP UPR arm, primary screen, cell-based, CHO-CHOP luciferase reporter, luminescence, uHTS; UPR activation; percent of tunicamycin response over DMSO baseline; activation, % at 10 µM; actives 0.34% (n = 330,000);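 active = at 10 µM dose, activation of 40% or more, normalized to positive control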;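 note: 100% = tunicamycin at 10 µg/mL and 0% = DMSO alone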
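Evaluation: % reporter activation, DMSO baseline versus tunicamycin full activation; System: CHO-CHOP luciferase reporter cell line; Input: 500 cells/well; Incubation: 6 h compound treatment, 37 °C; Measured by: Steady-Glo luciferase luminescence; Dosing: one dose, 10 µM in 0.5% DMSO; Buffer or medium: F12 medium, 10% FBS; Benchmarks: positive tunicamycin 10 µg/mL, negative DMSO alone.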
Mdm2 MdmX PPI = inhibitors of human Mdm2-MdmX association, primary screen, cell-based, luminescence, split luciferase, SaOS-2, uHTS; AID 485346, 2010; actives 3% (n = 330,000); Protein Mdm4 (Homo sapiens) + E3 ubiquitin-protein ligase Mdm2 (Homo sapiens), …; inhibition, % at 8 µM; SaOS-2 split-luciferase Mdm2/MdmX complementation;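 active = inhibition of at least 50% at 8 µM in the primary screen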
Target sequence (O15151 whole entry, looked up): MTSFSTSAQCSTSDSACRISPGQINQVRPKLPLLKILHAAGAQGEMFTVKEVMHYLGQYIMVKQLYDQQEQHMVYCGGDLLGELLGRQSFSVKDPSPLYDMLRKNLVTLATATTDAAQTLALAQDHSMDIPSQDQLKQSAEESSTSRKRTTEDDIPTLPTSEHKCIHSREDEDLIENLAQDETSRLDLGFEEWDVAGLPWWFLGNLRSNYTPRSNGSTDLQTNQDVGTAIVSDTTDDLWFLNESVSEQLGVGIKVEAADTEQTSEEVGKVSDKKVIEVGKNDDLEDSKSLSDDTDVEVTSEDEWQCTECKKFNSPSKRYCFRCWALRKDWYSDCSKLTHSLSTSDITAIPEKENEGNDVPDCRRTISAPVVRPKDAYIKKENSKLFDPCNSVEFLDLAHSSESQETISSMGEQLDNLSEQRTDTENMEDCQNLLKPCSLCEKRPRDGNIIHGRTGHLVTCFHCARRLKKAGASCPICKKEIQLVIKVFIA
Target sequence (Q00987 whole entry, looked up): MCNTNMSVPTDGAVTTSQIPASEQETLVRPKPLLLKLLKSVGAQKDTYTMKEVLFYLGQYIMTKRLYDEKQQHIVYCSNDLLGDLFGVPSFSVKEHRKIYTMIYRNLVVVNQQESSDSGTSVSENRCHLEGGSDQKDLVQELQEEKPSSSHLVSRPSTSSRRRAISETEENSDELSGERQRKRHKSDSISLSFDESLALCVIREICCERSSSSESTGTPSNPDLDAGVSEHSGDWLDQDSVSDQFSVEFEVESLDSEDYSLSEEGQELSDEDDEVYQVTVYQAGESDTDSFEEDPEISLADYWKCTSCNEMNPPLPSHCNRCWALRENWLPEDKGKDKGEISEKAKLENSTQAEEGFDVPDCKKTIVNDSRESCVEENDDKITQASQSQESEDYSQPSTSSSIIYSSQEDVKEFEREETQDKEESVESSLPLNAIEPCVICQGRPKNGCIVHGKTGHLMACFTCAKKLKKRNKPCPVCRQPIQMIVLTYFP
697 NFkB inh = inhibitors of PMA/ionomycin-induced NF-kB reporter, 697 cells, primary screen, B-cell NF-kB inhibitor project, cell-based, luminescence, uHTS. actives 0.33% (n = 330,000). inhibition, % at 4 µM. AID 435022, 2010. 697 B-cell NF-kB luciferase reporter, 16 h; in the data active = inhibition above about 35%
Jurkat NFkB inh = inhibitors of induced NF-kB luciferase reporter, primary screen, TCR NF-kB activation inhibitor project, cell-based, luminescence, uHTS. Jurkat, PMA/ionomycin-induced NF-kB luciferase reporter. inhibition, % at 4 µM. actives 0.53% (n = 330,000); in the data active = inhibition above about 50%
TIM10 inh = growth inhibitors of isogenic TIM10 control yeast, primary screen, counter-screen for tim10-1 yeast inhibitor project, luminescence, uHTS. inhibition, % at 10 µM. S. cerevisiae TIM10 strain growth, BacTiter-Glo luminescence, 24 h. actives 1.4% (n = 330,000). AID 463195, 2010;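 active = inhibition of 40% or more at the single tested concentration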;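 note: wild-type TIM10 isogenic control strain grown at permissive 25 °C; 0% = DMSO yeast wells and 100% = minimal medium wells without yeast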
* = called active by the depositor.

SMILES | UPR XBP1 act | tim23-1 inh | tim10-1 inh | CHOP UPR activ | Mdm2 MdmX PPI | 697 NFkB inh | Jurkat NFkB inh | TIM10 inh
Cc1cc(C)n(CC(=O)NCCC2=CCCCC2)n1 | 2 | 8 | 1 | 2.8 | -5 | 15 | 13 | 15
CN1CCN(C(N)=NC(=O)c2ccccc2)CC1 | -3 | 5 | 6 | 0.7 | 15 | 24 | 6 | -9
CC1(c2ccccc2)NC(=O)N(CC(=O)N2CCN(S(=O)(=O)c3cccc([N+](=O)[O-])c3)CC2)C1=O (stereo not drawn) | 0 | 9 | 10 | 0.8 | 4 | 3 | 0 | 3
CC(/C=C/c1ccccc1)=N\Nc1nc(C)cc(C)n1 | -3 | 25 | 17 | 6.8 | 17 | -11 | -16 | 8
CC1CCC2(CC1)NC(=O)N(CC(=O)Nc1cc(S(=O)(=O)N3CCCC3)ccc1Cl)C2=O (stereo not drawn) | 2 | 12 | 5 | -0.6 | 15 | 18 | 8 | -2
CCC(Sc1nc(=O)cc(N)n1-c1cccc(C)c1)C(=O)Nc1cc(C)on1 (stereo not drawn) | 0 | 0 | -9 | -2.3 | 10 | 15 | 8 | -7
CCCCN(C(=O)CSc1nncn1-c1ccccc1OC)c1c(N)n(Cc2ccccc2)c(=O)[nH]c1=O | 0 | -6 | 3 | -0.5 | -16 | 19 | 9 | -7
COc1ccc(C(=O)NCc2cnn(C)c2C)cc1OC1CCN(C(C)C)CC1 | -7 | -19 | -7 | 0.4 | 12 | 3 | 12 | -11
COc1cccc(OCC(=O)O/N=C(\N)c2ccc(OC)c(OC)c2)c1 | 3 | 24 | 3 | 2.9 | 2 | 3 | 14 | -2
CN(C)C(=O)C[n+]1cccc(/C=N/O)c1 | -5 | 6 | 14 | -0.4 | -4 | 6 | 0 | 0
C=CCc1ccc(OCC(O)CO)c(OC)c1 (stereo not drawn) | 0 | 8 | 8 | 5.8 | -5 | -15 | -8 | 3
CC(C)c1noc2ncc(C(=O)c3cc(Cl)cc(Cl)c3O)cc12 | -2 | 32 | 8 | -0.5 | 24 | 11 | 0 | 9
CCOc1ccc2nc(NC(=O)c3cccnc3)sc2c1 | 1 | 0 | 16 | 0.6 | -59 | -131 | -65 | 16
O=C(C[n+]1ccc(CCSc2ccc(F)cc2)cc1)c1ccccc1 | -2 | 21 | 30 | -0.9 | -22 | 12 | 0 | 30
Nc1ccccc1SCc1csc(-c2ccc(Cl)cc2)n1 | 1 | 30 | 26 | 0.6 | -9 | -39 | -34 | 23
CC1CCCCC12NC(=O)N(CC(=O)NCCc1ccccn1)C2=O (stereo not drawn) | 2 | 10 | 3 | -1.7 | 1 | 10 | 14 | -6
Cc1ccc(CC2S/C(=C(/C#N)C(=O)N3CCOCC3)N(c3ccccc3)C2=O)cc1 (stereo not drawn) | -2 | 4 | 25 | -1.2 | -12 | 23 | 4 | 12
COCCn1c(SC(C)C(=O)NCC2CCCO2)nc2sc3c(c2c1=O)CCC3 (stereo not drawn) | -4 | 12 | -1 | 3.2 | 3 | 1 | 22 | -1
CN1CCC(N(C)C(=O)c2ccc(Cl)c(S(=O)(=O)Nc3cc(Cl)ccc3Cl)c2)CC1 | -2 | -7 | 10 | 1.8 | 27 | 27 | 10 | 5
COc1cc(C(=S)N2CCOCC2)ccc1OS(=O)(=O)c1ccc(NC(C)=O)cc1 | 3 | 8 | 15 | -1.6 | 1 | -18 | 20 | 11

Looked up above:
Result of COCCn1c(SC(C)C(=O)NCC2CCCO2)nc2sc3c(c2c1=O)CCC3 (stereo not drawn) under tim23-1 inh: 12
Result of CN1CCN(C(N)=NC(=O)c2ccccc2)CC1 under TIM10 inh: -9
Result of CC1CCCCC12NC(=O)N(CC(=O)NCCc1ccccn1)C2=O (stereo not drawn) under tim10-1 inh: 3

Additional records.
SMILES | UPR XBP1 act | tim23-1 inh | tim10-1 inh | CHOP UPR activ | Mdm2 MdmX PPI | 697 NFkB inh | Jurkat NFkB inh | TIM10 inh
Nc1[nH]ncc1-c1ccc(Cl)cc1 | 3 | 4 | -4 | 0.2 | -5 | 11 | -3 | 8
Cc1nc2ccccc2n1Cc1ccc(Br)cc1 | 3 | 17 | 7 | 0.6 | 0 | -54 | 47 | -6
Cc1ccc(C)c(NC(=S)NNC(=O)c2ccc(Br)o2)c1 | 0 | 12 | 37 | 1.0 | 20 | 9 | -8 | 9
COc1ccc(S(=O)(=O)N(C)c2ccc(C(=O)NC3CC3)cc2)cc1 | -4 | 4 | -27 | -2.2 | 9 | -17 | -11 | -14
Cc1ccc(S(=O)(=O)N/N=C(\c2ccccc2)C2CC2)cc1 | -5 | 5 | 4 | -0.3 | 18 | 5 | -2 | 3
CCN(CC)C(=O)C(Cc1ccccc1)N1C(=O)c2ccccc2C1=O (stereo not drawn) | -1 | 41 | 30 | 0.5 | 19 | 15 | -15 | 24
COc1cccc(OC)c1Oc1ccc(C(F)(F)F)cn1 | -3 | 9 | 18 | 0.8 | 9 | 0 | -1 | 17
COc1ccc(CC(=O)NNS(=O)(=O)c2cccc([N+](=O)[O-])c2)cc1OC | -1 | 2 | -13 | 0.5 | 16 | -4 | 19 | 8
CCSc1nnc(NC(=O)CSc2c(Cl)cccc2Cl)s1 | -3 | 16 | 21 | 0.8 | -22 | 9 | 1 | 31
COc1cccc(NC(=O)NNC(=O)CN2C(=O)COc3ccccc32)c1 | 2 | -10 | -3 | -0.3 | -13 | -14 | 1 | 10
CC(=O)/C(N=Nc1ccc(OC(F)(F)F)cc1)=C(\C)O | 2 | -16 | -2 | 3.9 | 25 | 0 | 20 | -13
Cc1ccc(CSc2nnc(-c3ccccc3N)c(=O)[nH]2)cc1 | 2 | -9 | 21 | 0.2 | -7 | -17 | 0 | -17
CN(c1cccc(NC(=O)CSc2ccc(Cl)cc2)c1)S(C)(=O)=O | -3 | 0 | 23 | -2.1 | 22 | 8 | 3 | 9
CCOC(=O)c1c(C)c(C(=O)NCCCN2CCCC2=O)c(C)n1CC | -3 | -4 | 9 | -0.9 | 7 | 5 | 4 | -5
CC1Cn2c(nc3sc4c(c3c2=O)CC(C)(C)OC4)N1CCO (stereo not drawn) | 1 | -18 | 5 | 1.6 | 13 | 0 | 8 | -2
COc1ccc(NC(=O)C/C(C)=N/NC(=O)CCc2ccccc2)c(OC)c1 | 0 | 20 | 9 | -0.8 | 8 | -5 | -21 | -21
COc1ccc(OC)c(-n2c(SCC(N)=O)nnc2-c2c[nH]c3ccccc23)c1 | 1 | 9 | 6 | -0.5 | 0 | 1 | -3 | 98*
CC(C)CN(C(=O)CN(C)C(=O)Cc1ccccc1Cl)c1c(N)n(CC(C)C)c(=O)[nH]c1=O | -6 | -4 | 0 | 0.5 | -6 | 4 | 1 | 2
CCCOc1ccc(N2C(=O)C3ON(c4ccccc4)C(c4ccc(O)c(OC)c4)C3C2=O)cc1 (stereo not drawn) | -1 | 19 | 25 | -1.4 | -25 | 1 | -1 | 26
CN1CCC[C@H]1CCNC(=O)c1c(-c2ccsc2)sc2ccccc12 | -1 | 12 | -22 | -0.6 | 6 | 2 | 2 | 3

Another view of 2 compounds above.
Below each SMILES – UPR XBP1 act	tim23-1 inh	tim10-1 inh	CHOP UPR activ	Mdm2 MdmX PPI	697 NFkB inh	Jurkat NFkB inh	TIM10 inh
> CC1Cn2c(nc3sc4c(c3c2=O)CC(C)(C)OC4)N1CCO (stereo not drawn)
  1	-18	5	1.6	13	0	8	-2
> COc1ccc(NC(=O)C/C(C)=N/NC(=O)CCc2ccccc2)c(OC)c1
  0	20	9	-0.8	8	-5	-21	-21

Compound profiles, from the list above. Order of screens: UPR XBP1 act, tim23-1 inh, tim10-1 inh, CHOP UPR activ, Mdm2 MdmX PPI, 697 NFkB inh, Jurkat NFkB inh, TIM10 inh
COc1ccc(CC(=O)NNS(=O)(=O)c2cccc([N+](=O)[O-])c2)cc1OC in the list: -1, 2, -13, 0.5, 16, -4, 19, 8
COc1ccc(OC)c(-n2c(SCC(N)=O)nnc2-c2c[nH]c3ccccc23)c1 in the list: 1, 9, 6, -0.5, 0, 1, -3, 98*

Going on with the list.
SMILES | UPR XBP1 act | tim23-1 inh | tim10-1 inh | CHOP UPR activ | Mdm2 MdmX PPI | 697 NFkB inh | Jurkat NFkB inh | TIM10 inh
CCO[C@H]1OC(C(=O)N2CCCCCCC2)=C[C@@H](c2ccccc2)[C@@H]1CCCO | 1 | 17 | 5 | 2.3 | -12 | 16 | 7 | 16
O=C(Cc1ccc(Cl)cc1)NCCCn1ccnc1 | -2 | -2 | -9 | 0.2 | -22 | 11 | 5 | -11
CC(=O)c1cccc(NC(=S)NNC(=O)c2ccc(C)c([N+](=O)[O-])c2)c1 | -1 | 6 | 1 | 0.2 | 14 | 11 | 10 | 8
CCn1nc([N+](=O)[O-])c(C(C#N)c2nc3ccccc3n2C)c(Cl)c1=O (stereo not drawn) | -2 | 14 | 31 | -0.8 | 21 | -23 | -9 | 14
O=C(NCC(c1ccco1)N1CCOCC1)c1ccc(C(F)(F)F)cc1 (stereo not drawn) | -1 | 8 | 0 | 0.5 | 7 | -10 | 5 | -2
Cn1nnnc1SCCNC/C=C/c1ccccc1 | 1 | -19 | 14 | 1.0 | -19 | 20 | 1 | 6
NS(=O)(=O)c1ccc(CCNC(=O)CN2C(=O)COc3ccc(S(=O)(=O)N4CCCC4)cc32)cc1 | -4 | -1 | 0 | 2.4 | 17 | 6 | 15 | -1
CCCCNC(=O)Nc1nnc(-c2ccc(OCC)cc2)o1 | -1 | 16 | -4 | -1.2 | -2 | 12 | 0 | -11
CC(C)CN(C(=O)COC(=O)CCc1nc2ccccc2s1)c1c(N)n(Cc2ccccc2)c(=O)[nH]c1=O | -4 | 2 | 2 | 2.9 | 8 | -3 | -2 | 3
COc1cccc(C(=O)N2CCN(C(=O)c3ccc(-c4ccccc4)cc3)CC2)c1OC | -3 | 19 | 27 | 0.6 | 25 | -13 | 17 | 6
COCCCNC(=O)c1ccc(S(=O)(=O)c2ccc(Cl)cc2)c(NC(C)=O)c1 | -1 | 0 | -5 | 0.4 | 4 | 10 | -6 | 9
CC(=O)N1CCc2cc(S(=O)(=O)NC(C(=O)Nc3ccc4c(c3)OCCO4)C(C)C)ccc21 (stereo not drawn) | -3 | 7 | 2 | -3.0 | 9 | 11 | -3 | -11
Cc1ccc(S(=O)(=O)NCC(=O)NC2CCCCCC2)cc1 | 0 | 14 | -3 | -1.4 | -4 | 4 | -6 | 2
CCCC1(C(=O)OC)NC(c2ccc(OC)c(OC)c2)C2C(=O)N(c3cccc(C(C)=O)c3)C(=O)C21 (stereo not drawn) | -3 | 6 | 3 | 1.4 | 12 | 8 | -1 | -3
Cn1c(=O)c(C(=O)COC(=O)c2cc(C(F)(F)F)nc3c(C(F)(F)F)cccc23)c(N)n(CC2CC2)c1=O | 17 | 31 | -10 | 3.5 | 77* | -33 | 5 | 20
CC12CCC(=O)N1C(C(=O)N1CCN(c3ccc(C(F)(F)F)cc3[N+](=O)[O-])CC1)CS2 (stereo not drawn) | -1 | 10 | 11 | -1.6 | 23 | -18 | 10 | 3
COc1ccc(OC)c(NC(=O)CC2SC(=Nc3ccc(F)cc3)N(CCC3=CCCCC3)C2=O)c1 (stereo not drawn) | -3 | 15 | 19 | 0.4 | 21 | -30 | 5 | 21
NC(=O)c1ccc(N2CCCCC2)c(N2C(=O)CCC2=O)c1 | -2 | 2 | 5 | 0.0 | -13 | 1 | 12 | 3
O=C(NCc1cccc(C(F)(F)F)c1)C1CCCN(c2cnccn2)C1 (stereo not drawn) | -4 | 3 | 8 | -1.3 | -2 | -7 | -4 | 17

High-throughput results from PubChem BioAssay.
